# UPR CHOP act: activators of apoptotic arm of unfolded protein response (CHOP); AID 449763; hit rate 0.34% among 330,000; CHO-CHOP luciferase reporter, UPR activation, luminescence; percent of tunicamycin response over DMSO baseline; activation, % at 10 µM;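 active = at 10 µM dose, activation of 40% or more, normalized to positive control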;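 note: 100% = tunicamycin at 10 µg/mL and 0% = DMSO alone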
#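 System: CHO-CHOP luciferase reporter cell line | Buffer or medium: F12 medium containing 10% fetal bovine serum | Doses: One dose, 10 µM in 0.5% DMSO | Times: 6 h compound exposure at 37 °C after overnight seeding | Signal: Luciferase luminescence | Read-out: % activation vs tunicamycin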
# XBP1 UPR activ: activators of adaptive arm of unfolded protein response (XBP1) | CHO-XBP1 luciferase reporter, IRE1-XBP1 UPR activation, luminescence; percent of tunicamycin response, DMSO as zero | activation, % at 20 µM | hit rate 0.33% among 330,000 | AID 463104;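 active = versus positive control, 20 µM dose yields 30% or more activation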;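 note: 100% = tunicamycin at 10 µg/mL and 0% = DMSO only wells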
#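 assay system = CHO-XBP1 luciferase reporter cells | amount = 1000 cells/well | buffer or medium = F12 plus 10% FBS | compound dosing = single point, 20 µM final compound, 1% DMSO | incubation = 16-18 h cell attachment at 37 °C, then 6 h compound exposure | detection = Steady-Glo luminescence read | controls = tunicamycin 10 µg/mL and vehicle-only wells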
# Gli-Sufu antag: Gli-Sufu pathway antagonism; Sufu-KO-LIGHT fibroblasts, Gli luciferase reporter luminescence; inhibition, % at 5 µM; hit rate 0.74% among 340,000;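 active = inhibition above about 55%, limit read from the data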;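 note: 0% = DMSO-treated cells and 100% = wells with medium but no cells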
# Mdm2 MdmX PPI: human Mdm2/MdmX binding inhibition | O15151+Q00987 | SaOS-2 split-luciferase Mdm2/MdmX complementation, luminescence | inhibition, % at 8 µM | hit rate 3% among 330,000;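 active = inhibition of at least 50% at 8 µM in the primary screen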
# CCR6 antagonist: blocks CCL20-driven beta-arrestin recruitment at human CCR6. P51684. CHO-K1 CCR6 PathHunter beta-arrestin, luminescence, CCL20-stimulated. inhibition, % at 20 µM. hit rate 0.49% among 340,000. AID 493098;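 active = compounds whose inhibition of the agonist-driven luminescence signal at 20 µM reaches about 50%, limit read from the data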;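 note: cells stimulated with CCL20 at 14 nM final; plate controls were DMSO with CCL20 for no effect and DMSO without agonist for full effect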
# 697 NFkB inh: inhibitors of the PMA/ionomycin-induced NF-kB reporter in 697 B cells. 697 B-cell NF-kB luciferase reporter, 16 h. inhibition, % at 4 µM. hit rate 0.33% among 330,000. AID 435022; in the data active = inhibition above about 35%
# Jurkat NFkB inh: inhibitors of the PMA/ionomycin-induced NF-kB reporter in Jurkat cells | PMA/ionomycin-induced NF-kB luciferase reporter, luminescence | inhibition, % at 4 µM | hit rate 0.53% among 330,000 | AID 435003; in the data active = inhibition above about 50%
# EBI2 antag: blocks human EBI2 receptor beta-arrestin signaling; P32249; inhibition, % at 5 µM; hit rate 0.81% among 360,000; EBI2 beta-arrestin recruitment, luminescence, 7a,25-OHC stimulated; in the data active = inhibition above about 38%;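 note: enzyme fragment complementation signal reports receptor beta-arrestin coupling in cells; 0% = agonist plus DMSO wells and 100% = wells without agonist; some results beyond the cut were filed as inactive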
# Target sequence (P32249 whole entry, looked up, the tested form may be a part): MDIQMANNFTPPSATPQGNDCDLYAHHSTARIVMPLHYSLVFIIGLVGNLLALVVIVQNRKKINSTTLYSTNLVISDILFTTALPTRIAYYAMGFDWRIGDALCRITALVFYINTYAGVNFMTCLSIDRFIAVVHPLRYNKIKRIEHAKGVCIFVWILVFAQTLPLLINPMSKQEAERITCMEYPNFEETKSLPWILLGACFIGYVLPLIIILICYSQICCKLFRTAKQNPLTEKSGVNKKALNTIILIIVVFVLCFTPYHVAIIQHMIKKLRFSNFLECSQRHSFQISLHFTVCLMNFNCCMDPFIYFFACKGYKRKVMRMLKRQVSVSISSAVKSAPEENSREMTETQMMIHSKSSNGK
# CXCR6 inh: inhibitors of human CXCR6 receptor | O00574 | CHO-K1 PathHunter CXCR6 beta-arrestin, luminescence | inhibition, % at 20 µM | hit rate 0.36% among 360,000; in the data active = inhibition above about 34%, passing the limit was not always enough;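 note: antagonist mode with CXCL16 agonist at 10 nM final; 0% = 10 nM CXCL16 with DMSO and 100% = unstimulated wells without agonist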
# Target sequence (O00574 whole entry, looked up): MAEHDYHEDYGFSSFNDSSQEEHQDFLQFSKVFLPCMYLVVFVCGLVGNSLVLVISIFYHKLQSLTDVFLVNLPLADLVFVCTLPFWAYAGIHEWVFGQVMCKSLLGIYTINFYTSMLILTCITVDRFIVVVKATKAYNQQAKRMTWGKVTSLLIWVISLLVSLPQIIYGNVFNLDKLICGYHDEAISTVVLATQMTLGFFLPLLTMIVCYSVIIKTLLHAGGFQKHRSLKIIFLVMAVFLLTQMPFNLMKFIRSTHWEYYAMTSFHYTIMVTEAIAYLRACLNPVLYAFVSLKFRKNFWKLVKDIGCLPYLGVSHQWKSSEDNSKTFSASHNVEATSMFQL
# Starred values were filed as active, the others as inactive; nt = not tested or not shown.
# The first 2 compounds, ahead of the listing:
SMILES	UPR CHOP act	XBP1 UPR activ	Gli-Sufu antag	Mdm2 MdmX PPI	CCR6 antagonist	697 NFkB inh	Jurkat NFkB inh	EBI2 antag	CXCR6 inh
C=C(C)CN(CC)C(=O)CN1C(=O)NC(C)(c2ccc3ccccc3c2)C1=O (stereo unspecified)	-0.3	0.0	12.8	15.5	-2.9	25.0	-7.2	-0.8	2.5
CN(C)/C=N/c1ncc(C(=O)c2ccc(Cl)cc2Cl)s1	3.0	0.5	-16.1	21.9	-12.4	-14.4	-13.2	3.6	-5.2

# The listing, from the first entry:
SMILES	UPR CHOP act	XBP1 UPR activ	Gli-Sufu antag	Mdm2 MdmX PPI	CCR6 antagonist	697 NFkB inh	Jurkat NFkB inh	EBI2 antag	CXCR6 inh
C=C(C)CN(CC)C(=O)CN1C(=O)NC(C)(c2ccc3ccccc3c2)C1=O (stereo unspecified)	-0.3	0.0	12.8	15.5	-2.9	25.0	-7.2	-0.8	2.5
CN(C)/C=N/c1ncc(C(=O)c2ccc(Cl)cc2Cl)s1	3.0	0.5	-16.1	21.9	-12.4	-14.4	-13.2	3.6	-5.2
COc1ccc(C(=O)NNC(=O)c2ccccc2[N+](=O)[O-])cc1Br	-3.0	-1.6	-7.7	-19.8	7.5	15.3	9.9	-4.7	3.8
COc1cccc(C(C(=O)NC2CCCC2)N(C(=O)c2ccco2)c2ccc(-n3cnnn3)c(C)c2)c1OC (stereo unspecified)	-1.0	-0.9	7.5	13.3	11.6	21.4	-9.6	7.0	0.8
O=C(Nc1cc(Cl)ccc1-n1cncn1)c1ccc(F)c(S(=O)(=O)N2CCOCC2)c1	1.4	-2.3	7.5	35.2	3.3	-0.4	-5.0	-19.2	0.1
CCCS(=O)(=O)N1CCC(C(=O)NCCCN2CCC(Cc3ccccc3)CC2)CC1	2.5	-1.4	7.4	23.5	-2.1	-2.3	-8.5	-4.8	2.9
CC(=O)NCC(=O)N(Cc1ccco1)C1(C(=O)NC2CCCCC2)CCCCC1	-1.9	-3.2	-3.7	17.3	-20.1	-76.2	-18.3	0.6	-0.8
COC1OC(CO)C(N(C)C(C)=O)C1O (stereo unspecified)	nt	nt	-1.6	nt	3.4	nt	nt	2.0	0.0
O=C(CCS(=O)(=O)c1ccccc1)Nc1nnc(C(F)(F)F)s1	-0.6	-2.5	24.0	-8.5	-8.6	-3.1	14.0	-3.0	-6.1
COCCN(C(=O)CSc1nnc(-c2ccccc2OC)o1)c1c(N)n(CC(C)C)c(=O)[nH]c1=O	0.4	-2.8	-9.5	3.1	9.2	17.7	2.4	-2.9	-1.2
CC(=O)c1cccc(NC(=O)C2CCN(C(=O)c3ccc([N+](=O)[O-])cc3)CC2)c1	-1.1	-1.5	-4.8	8.4	-3.1	2.3	-10.4	10.9	-3.9
Cc1ccccc1S(=O)(=O)Cc1ccc(C(=O)NCc2cccnc2)o1	-1.3	-1.5	-3.2	18.1	-1.6	7.8	12.8	-1.3	-8.2
CNC(=O)c1ccsc1NC(=O)c1ccccc1	1.1	-0.2	-17.9	-11.5	8.8	9.2	-5.9	-9.1	-0.9
CCc1sc(C(=O)N2CCN(c3ncccn3)CC2)cc1Br	1.0	-1.6	11.9	11.8	-2.6	4.3	14.9	8.6	-6.0
Cc1cc(C)cc(OCc2nnc(SCC(=O)Nc3ccccc3)o2)c1	-1.7	-2.7	3.4	17.4	6.3	5.0	6.7	-1.1	7.2
COc1ccc(C)cc1NC(=O)CSc1nnc(COc2ccc(C)cc2)n1Cc1ccco1	0.2	-4.0	-4.8	17.9	26.9	-13.2	15.1	11.1	-3.6
CCN(Cc1ccccc1)C(=O)c1ccc(Cl)cc1[N+](=O)[O-]	2.2	-2.2	6.2	-6.2	-4.8	13.2	5.6	-11.8	-7.1
Cc1cc(C)c(N(C(=O)c2csnn2)C(C(=O)NC2CCCC2)c2ccncc2)c(C)c1 (stereo unspecified)	2.3	-0.9	-22.6	34.8	10.7	10.5	1.9	-9.9	1.8
O=C(COC(=O)C12CC3CC(CC(Br)(C3)C1)C2)Nc1cccc(S(=O)(=O)N2CCOCC2)c1	0.0	-0.7	1.6	10.9	0.2	-16.8	-1.5	1.3	-3.2
CCOCC(=O)Nc1ccc(Br)c(C)c1	2.5	2.7	-24.4	5.5	5.4	4.6	-9.2	7.1	0.8
CC(C)c1ccc2oc(-c3ccc(N)cc3)nc2c1	-3.2	-5.0	-140.4	-58.9	-7.2	-472.3	-225.4	52.0*	-10.6
COc1cc2c(cc1NC(=O)CN(C)Cc1nc3ccccc3c(=O)[nH]1)oc1ccccc12	4.8	4.2	7.1	38.6	-18.0	-2.2	-4.2	5.1	-6.3
O=C(Nc1cccnc1)c1cc(F)cc(F)c1	-1.5	0.2	-1.6	18.2	-9.0	14.0	12.7	-8.2	-1.0
Cn1c(CNC(=O)Nc2ccccc2)nnc1SCc1ccccc1	1.6	1.4	11.1	-11.0	-7.5	-3.2	3.7	-5.6	6.4
CCCCCOC(=O)Cn1c(N2CCOCC2)nc2c1c(=O)[nH]c(=O)n2C	-3.1	-3.9	-15.3	18.8	4.0	-7.8	11.7	3.3	0.9
Cc1nn(Cc2ccc(Cl)c(Cl)c2)c(C)c1NC(=O)c1cc(-c2ccco2)on1	3.1	0.3	3.1	30.2	9.2	8.9	11.7	6.9	-8.6
CC1(C)CCc2cc(CN3CCN(c4ccccn4)CC3)ccc2O1	0.1	-4.2	2.0	-7.8	-0.5	-14.2	-5.9	-1.3	-0.7
Cc1ccc(Oc2nn[nH]n2)cc1	-1.7	-2.4	1.0	-6.0	-4.2	1.5	-7.0	-4.4	3.2
Cn1cc(CN2CCC(Oc3ccc(C(=O)N4CCCC4)cc3)CC2)cn1	2.6	-4.3	5.1	13.9	11.0	3.6	12.1	0.6	-1.5
O=C(CSc1nnc(C2CC2)n1C1CC1)c1ccccc1F	-0.3	0.0	-1.7	3.3	-0.1	12.3	4.2	3.2	4.3
CCc1nc2ccccc2c(C(=O)OC2CCOC2=O)c1C (stereo unspecified)	-1.6	0.6	3.2	-5.0	4.4	-19.9	-1.1	7.3	-5.4
CCOc1ccc2nc(NC(=O)CSc3nnc(-c4ccncc4)n3CC3CCCO3)sc2c1 (stereo unspecified)	3.4	3.3	-39.5	22.5	-11.6	-70.0	-29.7	-7.6	2.5
CN1/C(=C\C=N\O)C(C)(C)c2ccccc21	-2.4	-0.5	8.8	11.0	3.5	-12.3	6.1	-15.1	-8.4
N#Cc1ccc(C(=O)Nc2cccc3cccnc23)c(F)c1	-1.5	5.3	4.2	56.2*	-4.1	-16.5	-13.8	-9.6	2.9
Cc1ccc(C)c(NC(=O)C(C)CC2COCCO2)c1 (stereo unspecified)	-0.1	-2.2	1.9	0.3	-6.0	-15.9	-35.3	-0.1	5.6
CCOC(=O)c1ccc(N2C(=O)c3cccc4c(C(=O)O)ccc(c34)C2=O)cc1	0.7	-3.4	1.9	10.1	4.3	-5.4	-1.5	-3.4	-1.9
CCc1c(C)nc2cc(-c3ccc(OC)cc3)[nH]n2c1=O	7.6	1.5	-70.6	-127.2	3.7	-60.6	-73.7	-13.0	-0.7
O=C1CC(NCc2cccs2)C(=O)N1c1ccc(Cl)cc1 (stereo unspecified)	-1.8	-4.7	1.0	12.5	0.1	3.1	9.8	-14.8	11.0
Cc1ccc(-c2nnc(N3CCCCC3)c3ccccc23)cc1S(=O)(=O)NCC1CCCO1 (stereo unspecified)	0.7	-0.3	0.8	26.1	13.9	7.5	19.5	20.2	1.6
O=C(Nc1ncccn1)c1cc([N+](=O)[O-])cc([N+](=O)[O-])c1	4.5	-2.4	-1.6	-23.6	2.2	-32.4	12.0	-7.9	-16.1
Cc1cc(C)cc(NC(=O)CCC(=O)Nc2cc(C)on2)c1	-1.6	-2.1	-6.0	9.7	8.7	1.7	-1.8	-2.1	-5.6
Cc1ccc(S(=O)(=O)NC(C(=O)N2CCOCCOCCOCC2)C(C)C)cc1 (stereo unspecified)	1.5	-5.0	-1.0	-14.1	10.7	-0.4	5.5	-2.1	-0.5
CSc1ccc(C(=O)C2CCCN(C(=O)c3ccsc3)C2)cc1 (stereo unspecified)	-1.3	-1.5	-1.2	15.2	12.0	0.6	-11.2	-14.4	-2.2
CCOc1ccc(NC(=O)c2ccco2)c([N+](=O)[O-])c1	2.4	1.6	-95.2	-102.3	-6.2	-113.7	-52.1	-0.2	-8.6
CCC(=O)Nc1ccc(Cl)c(NC(=O)c2c(OC)cccc2OC)c1	-0.3	-1.0	-9.7	33.5	-6.1	-2.0	5.8	4.1	-2.6
CC(=O)Nc1ccn(Cc2c(F)cccc2Cl)n1	1.3	-3.2	-16.6	-4.7	3.7	-18.8	-10.7	-12.0	3.3
CCCNC(=O)c1nnsc1Sc1ccc(Cl)cc1	0.8	3.7	-15.8	-7.4	17.0	-27.4	-12.0	3.7	1.9
Cc1cc2cc3c(cc2nc1SCC(=O)N1CCOCC1)OCO3	0.0	1.1	4.8	5.3	11.1	3.4	1.6	-2.7	-12.0
NS(=O)(=O)c1ccc(CCNC(=O)COc2ccc3c4c(c(=O)oc3c2)CCC4)cc1	-0.1	-4.6	-9.6	8.5	1.2	-7.6	2.0	-6.5	-0.5
C/C(=N\NC(=O)c1ccccc1OCCOc1ccccc1)c1ccccc1F	1.5	2.3	25.6	34.1	20.6	-0.6	13.8	19.8	5.9
CCOC(=O)C1(Cc2ccccc2C)CCCN(C(=O)CCc2c(C)noc2C)C1 (stereo unspecified)	0.4	-3.7	4.5	-15.4	-6.4	-64.9	-6.6	11.1	-0.1
CCc1ccc(/C=N/NC(=O)c2cc(-c3cccc([N+](=O)[O-])c3)n[nH]2)cc1	-1.9	-2.3	-6.7	62.3*	-32.5	-8.9	22.9	-1.7	2.4
Cc1c(C(=O)OCC(=O)N(C)C2CCS(=O)(=O)C2)oc2ccc(Br)cc12 (stereo unspecified)	0.0	0.2	0.7	-17.4	0.8	13.5	-2.8	3.7	-10.8
COc1cc(OC)c(C(=O)NC2CCCc3ccccc32)cc1OC (stereo unspecified)	-1.0	13.3	-0.3	12.5	11.1	2.2	4.6	6.3	9.0
Cc1cccc2cc(CN(Cc3cccs3)C(=S)NCc3ccco3)c(=O)[nH]c12	1.0	-3.2	0.6	19.1	0.8	5.2	-12.4	-0.8	-0.1
O=C(NC1CS(=O)(=O)CC1NCc1ccccc1)c1ccccc1 (stereo unspecified)	1.7	-1.4	0.1	-17.6	-5.3	-7.8	-2.7	-5.7	-0.9
Nc1nc(SCC(=O)N2CCCCC2)[nH]c(=O)c1NC(=O)c1ccccc1F	-0.5	4.0	-6.6	13.6	-16.4	0.4	16.7	-5.1	-10.5
COC(=O)c1ccc(/C=C2\CCn3c2nc2cc(C(=O)O)ccc2c3=O)cc1	1.9	-3.3	18.8	-10.5	8.6	7.0	-4.6	-7.0	2.0

# Assay outcomes (PubChem)

# Rows are unselected. Share with any hit: about 5%.
